BL2 CD40 inh – inhibitors of CD40-induced NF-kB signaling, primary screen, BL2 cells, luciferase reporter, single point. CD40L-induced, 4 h. inhibition, % at 10 µM. 83,000 tested, 0.94% active. AID 1053188, 2014;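 active = mean inhibition of at least 50% with a set share of replicates also reaching that level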;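 note: 0% = neutral control wells and 100% = IKK inhibitor VII at 50 µM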
* marks the source's active call; other numbers are inactive results; & = joins results of further samples; [ ] = another dose, or the depositor's remark. Some of the compounds tested; count on the stated rates, not on these rows.

BL2 CD40 inh	canonical_smiles
7.3	Cc1ccc(S(=O)(=O)N(C)C[C@H]2Oc3ccc(NC(=O)Nc4cccc5ccccc45)cc3CC(=O)N([C@@H](C)CO)C[C@H]2C)cc1
-7.6[25 µM]	CCOC(=O)C12CC1/C(=N/O)c1ccccc1O2 (stereo unspecified)
-79.7	CN(C)/C=C/C(=O)c1cnc(-c2ccccc2Cl)s1
-14.7	CC(Oc1cccc(Cl)c1)C(=O)Nc1nc(-c2ccccn2)cs1 (stereo unspecified)
10.5	CC(C)(C)n1nc(C2CC2)c(Br)c1NC(=O)c1ccccc1Cl
8.1	CCOC(=O)N1CCN(C(=O)Cn2nc(C)n3nc(-c4ccccc4)cc3c2=O)CC1
-23.7	COc1ccccc1C(=O)NC(=O)COC(=O)c1ccc([N+](=O)[O-])cc1Cl
7.4	CN(C)CCN1CCc2ccccc21
3.8[25 µM]	Nc1nc(N)nc(-c2cc(Cl)ccc2Cl)n1
-25.7	COc1cccc(NC(=O)COC(=O)c2c(C)nn(-c3ccccc3)c2C)c1
0.3	O=S(=O)(Nc1ccc(NS(=O)(=O)c2ccccc2)cc1)c1ccccc1
3.8	CN1CCN(c2ccc(NC(=O)c3cc([N+](=O)[O-])ccc3N3CCOCC3)cc2)CC1
10.2	Cn1cc(CN2CCC(C(O)CCc3ccccc3)CC2)c(-c2ccccc2F)n1 (stereo unspecified)
-8.7	O=C(c1ccccc1)N1CCN(c2ccccc2)CC1
9.6	Cc1nn(C)c(Cl)c1CN1CCCC(CO)(Cc2ccccc2)C1 (stereo unspecified)
0.6	COc1ccc(-c2cc(C)no2)cc1S(=O)(=O)N(C)Cc1ccco1
-7.3	O=C(Nc1ccc(N2CCOCC2)c(F)c1)c1ccncc1
1.8	COc1ccc(-c2onc(C)c2-c2ccccc2)c(O)c1
2.8	COc1ccc(CCC(=O)OCC(=O)Nc2c(C)n(C)n(-c3ccccc3)c2=O)cc1
10.6	COc1ccc(Nc2nc3nonc3nc2N2CCCCC2)cc1
2.0	CC(C)CCN(C(=O)c1ccc(N2CCCC2=O)cc1)c1c(N)n(Cc2ccccc2)c(=O)[nH]c1=O
-5.3	CCn1c2ccccc2c2cc(/C=C(/C#N)C(N)=S)ccc21
-6.3[25 µM]	C/C=C/c1ccccc1[C@@H]1[C@@H](C#N)N(S(=O)(=O)c2cccc(F)c2)[C@H]1CO
-6.7[25 µM]	O=C(C[C@@H]1C[C@@H]2c3cc(NC(=O)C4CCOCC4)ccc3O[C@@H]2[C@@H](CO)O1)NCCN1CCCCC1
-16.4[25 µM]	COc1ccc(NC(=O)N2CCC3(CC2)CN(C(=O)c2cccnc2)[C@@H](CO)c2[nH]c4cc(OC)ccc4c23)cc1
-2.9	Cc1cc(SCC(=O)OCC(=O)NCC2CCCO2)c(C)cc1Br (stereo unspecified)
-4.3[25 µM]	O=C(C[C@H]1C=C[C@H](NC(=O)c2ccncc2)[C@H](CO)O1)NCC1CC1
-85.9	c1cnc(SCCOc2ccc3c(c2)CCC3)nc1
0.2	Cn1c(=O)c2nc3ccccc3nc2n(C)c1=O
11.7	COCCOc1ccc(C(F)(F)F)cc1N

A stretch of the results above, for reference:
BL2 CD40 inh	canonical_smiles
8.1	CCOC(=O)N1CCN(C(=O)Cn2nc(C)n3nc(-c4ccccc4)cc3c2=O)CC1
-23.7	COc1ccccc1C(=O)NC(=O)COC(=O)c1ccc([N+](=O)[O-])cc1Cl

Continued.
BL2 CD40 inh	canonical_smiles
12.7	COc1cc2[nH]c(=O)n(Cc3ccc(C(=O)NCC4CCCO4)cc3)c(=O)c2cc1OC (stereo unspecified)
1.1[25 µM]	COc1ccc([C@H]2C/C=C\C[C@@H](c3ccc4c(c3)OCO4)NC(=O)CCC(=O)N2)c(OC)c1
-5.0	OCCC1CN(Cc2cnc(-c3cccc4ccccc34)nc2)CCN1C1CCCCC1 (stereo unspecified)
-2.9	Cc1ccccc1-n1nnnc1SCc1ncc(-c2ccccc2)o1
-119.0	O=C(c1ccccc1)c1ccc(N2CCCC2)cc1
34.8	COc1ccc(Cl)cc1NC(=O)CN(C)CC(=O)NCc1cccs1
-24.6	Cc1ccc(-c2ccc(/C=N/NC(=S)Nc3ccccc3)o2)cc1[N+](=O)[O-]
-1.8	N#CC(c1nc2ccccc2nc1N1CCCC1)S(=O)(=O)c1ccccc1 (stereo unspecified)
3.7	CCN(CC(=O)NC1CCS(=O)(=O)C1)S(=O)(=O)c1cc(Br)ccc1Br (stereo unspecified)
4.7	CCOC(=O)c1cc(C#N)c(Oc2ccccc2)nc1-c1ccccc1
-9.3[25 µM]	OC[C@H]1[C@H](c2ccc(C#CC3(O)CCCC3)cc2)[C@@H]2CN(Cc3cncnc3)CCCCN12
5.3	COc1ccc(N(CC(=O)NCC2CCCO2)S(=O)(=O)c2c(C)noc2C)cc1 (stereo unspecified)
-7.2	CCOc1ccc(NC(=O)c2c(NC(=O)CN3CCN(C)CC3)sc3c2CCC3)cc1
8.0	CCN(C(=O)COC(=O)c1nccnc1N)c1cccc2ccccc12
11.5	COc1ccccc1NS(=O)(=O)c1cc(C(=O)N2CCCCCC2)ccc1C
19.8	Cn1c(=O)c2c(nc(NCc3ccco3)n2C)n(C)c1=O
-55.5	COc1ccc(-c2nnc(-c3ccc4ccccc4c3)o2)cc1
6.0	CCOc1ccc(NC(=S)N2CCC(C(=O)c3ccc(OC)cc3)CC2)cc1
-12.4	Cc1ccc(Nc2n[nH]c(=S)s2)cc1C
-8.3	Oc1ccc(Oc2ncc(Cl)cc2Cl)cc1
-0.9	O=S(=O)(Nc1ccc(Br)cn1)c1cccs1
11.4	N#Cc1cc2ccccc2nc1N
7.9	O=C(c1cccs1)N(Cc1ccco1)C1CCS(=O)(=O)C1 (stereo unspecified)
2.7	COCC(=O)NC[C@@H]1[C@H](c2ccc(C3=CCCC3)cc2)[C@H](CO)N1C(C)=O
18.5	Nc1ncnc2c1nc(SCCO)n2Cc1ccccc1
6.0	CCOC(=O)c1[nH]c(C)c(C(=O)NC2CCN(C(=O)OCC)CC2)c1C
-0.7	O=C(Nc1ccccc1N1CCN(C(=O)c2ccccc2)CC1)c1ccc2c(c1)OCO2
9.0	Cc1ccc(S(=O)(=O)C2(C(=O)N(C)C3CCCCC3)CC2)cc1
8.2	COc1ccc(CNC(=O)C(Cc2ccccc2)n2cccc2)cc1 (stereo unspecified)
-7.9[25 µM]	COc1ccc2c3c(n(C)c2c1)[C@H](CO)N(C(=O)Nc1ccc(F)cc1)CC31CN(C(=O)c2cccnc2)C1

The list goes on:
BL2 CD40 inh	canonical_smiles
7.0	O=C(NCC(=O)N1CCN(C(c2ccccc2)c2ccccc2)CC1)c1ccccc1F
-22.7	O=C(Nc1nc2ccc(S(=O)(=O)N3CCOCC3)cc2s1)c1cccs1
-3.6	Cc1ccc(S(=O)(=O)Nc2ccc3c(c2)C(=O)N([C@H](C)CO)C[C@@H](C)[C@H](CN(C)S(=O)(=O)c2ccccc2)O3)cc1
-29.7	O=C(Cn1cccc1C(=O)c1ccccc1)NCc1ccc2c(c1)OCO2
4.6	CO[C@@H]1CN(C)C(=O)c2ccc(NC(=O)C3CC3)cc2OC[C@@H](C)N(S(=O)(=O)c2ccc(Cl)cc2)C[C@H]1C
-0.2	Cc1ccc(C(=O)NCC(=O)OC(C)C(=O)Nc2ccccc2[N+](=O)[O-])s1 (stereo unspecified)
11.5	O=C(CCn1c(=O)sc2ccccc21)Nc1nc2ccccc2s1
0.6	O=C(NC(c1ccccc1)c1ccccc1)C1CCCO1 (stereo unspecified)
10.5	CN(CC(=O)Nc1cccc(F)c1)C(=O)c1cc(S(=O)(=O)N2CCCCC2)ccc1N1CCOCC1
-2.6	CN1CCN(C(=O)C[C@H]2C[C@@H]3c4cc(NC(=O)NC5CCCCC5)ccc4O[C@@H]3[C@H](CO)O2)CC1
-3.0	O=C1CCCN1CC(O)CS(=O)(=O)c1ccc(Cl)cc1 (stereo unspecified)
9.0	Cc1cccc(NS(=O)(=O)c2ccc3nc(-c4ccccc4)[nH]c3c2)c1C
10.7[25 µM]	CC(C)NC(=O)N1CC(=O)N2[C@H](C1)[C@@H](c1ccc(/C=C/c3ccccc3)cc1)[C@@H]2CO
5.6[25 µM]	C[C@@H]1CN([C@H](C)CO)S(=O)(=O)c2ccc(-c3ccccc3)cc2O[C@H]1CN(C)C(=O)CC1CC1
-27.3	Cc1ccn2cc(C(=O)Nc3cccc(C(=O)NC4CC4)c3)nc2c1
15.0	Cn1nc([N+](=O)[O-])nc1Sc1cccc2cccnc12
-126.5	O=C(NCCc1ccccn1)c1ccc2nc(Cc3ccccc3F)oc2c1
8.6	O=C(NCc1ccccc1CN1CCCC1)c1cccc(S(=O)(=O)N2CCOCC2)c1
1.4	Cc1cccc(C(=O)OCC(=O)Nc2ccccc2C(=O)NC2CC2)c1
11.2	Cc1ccc(C)c(OCCSc2nnc(C)c(=O)[nH]2)c1
-13.3	COC(=O)C1=C(C)NC(=S)NC1c1ccc(OCC(=O)N2CC(C)OC(C)C2)c(OC)c1 (stereo unspecified)
-64.3	O=C(CSc1ccccn1)Nc1ccc2c(c1)CCC2
6.6[25 µM]	C[C@@H]1CN([C@@H](C)CO)C(=O)CCCn2nncc2CO[C@@H]1CN(C)S(C)(=O)=O
4.8	COCCCNC(=O)c1cc(-c2cccnc2)nc2ccccc12
1.0	C[C@H](CO)N1C[C@H](C)[C@H](CN(C)C(=O)Oc2ccccc2)OCc2ccccc2-c2ccccc2C1=O
-4.7&-9.4	CC1(C)c2ccccc2N2CC(=O)NC21/C=C/c1ccco1 (stereo unspecified)
4.0	CC1(C)Cc2c(sc(NC(=O)Cc3ccccc3)c2C#N)CO1
5.4&5.4	CS(=O)(=O)N1C[C@@H]2C(c3ccccc3)[C@H](C1)N2Cc1ccc(F)cc1 (stereo partly specified)
-26.8	Cc1noc(C)c1COc1ccc(C(=O)Nc2ccccn2)cc1
-4.9[25 µM]	NCC[C@H]1CC[C@H](NC(=O)Cc2ccncc2)[C@@H](CO)O1

Six compounds already listed, sorted by count of non-hydrogen atoms, smallest number first:
BL2 CD40 inh	canonical_smiles
-64.3	O=C(CSc1ccccn1)Nc1ccc2c(c1)CCC2
4.0	CC1(C)Cc2c(sc(NC(=O)Cc3ccccc3)c2C#N)CO1
4.8	COCCCNC(=O)c1cc(-c2cccnc2)nc2ccccc12
-27.3	Cc1ccn2cc(C(=O)Nc3cccc(C(=O)NC4CC4)c3)nc2c1
8.6	O=C(NCc1ccccc1CN1CCCC1)c1cccc(S(=O)(=O)N2CCOCC2)c1
-13.3	COC(=O)C1=C(C)NC(=S)NC1c1ccc(OCC(=O)N2CC(C)OC(C)C2)c(OC)c1 (stereo unspecified)

Retrieved by structure from above, two records:
BL2 CD40 inh	canonical_smiles
11.2	Cc1ccc(C)c(OCCSc2nnc(C)c(=O)[nH]2)c1
4.8	COCCCNC(=O)c1cc(-c2cccnc2)nc2ccccc12

Further entries
BL2 CD40 inh	canonical_smiles
-3.4[25 µM]	Cc1noc(C)c1NC(=O)Nc1ccc2c(c1)C(=O)N(C)[C@H]1CC[C@H](CC(=O)N[C@H]3CCN(Cc4ccccc4)C3)O[C@H]1CO2
-85.8	CC(=O)COc1ccc2c3c(c(=O)oc2c1C)CCCCC3
13.6	CCCCC(NC(C)=O)c1nc2ccccc2n1CCCC (stereo unspecified)
2.6	CN(Cc1ccccc1)c1ncnc2[nH]ncc12
19.5	COc1cccc(CN2CCC2(C)C(=O)NCc2cccc(C(F)(F)F)c2)c1OC (stereo unspecified)
3.0[25 µM]	C[C@H](O)C#Cc1ccc([C@H]2[C@H]3CN(C(=O)c4ccc5c(c4)OCO5)CCCCN3[C@H]2CO)cc1
-7.7	CCN(CC(=O)NCc1ccc(F)cc1)C(=O)COc1ccc2ccccc2c1
-0.7	CC(OC(=O)CC1CCCCC1)C(=O)Nc1ccc(S(N)(=O)=O)cc1 (stereo unspecified)
-82.3	O=C(Nc1ccc(Cl)cc1C(=O)Nc1ccncc1)c1ccco1
-2.3	OCCN(CCO)Cc1ccc(Br)cc1
11.7	CCCC1NC(=S)NC(C)=C1C(C)=O (stereo unspecified)
5.7	Cc1ccc(S(=O)(=O)NC(Cc2ccccc2)C(=O)O)cc1 (stereo unspecified)
-0.3[25 µM]	COc1ccc(NC(=O)N2C[C@H](O)COC[C@H]3O[C@@H](CC(=O)N4CCCCC4)CC[C@@H]32)cc1
6.9[25 µM]	CO[C@@H]1CC[C@@H]2CCOc3ccc(C#N)cc3C(=O)N(C)[C@H](C)C(=O)N(C)C[C@H]1O2
27.7	CCOC(=O)C1(Cc2ccc(OC)cc2)CCN(C(=O)c2cc(C)nn2C)CC1
-0.8	CC(C)Cc1nc(NCCN2CCOCC2)c(C#N)c2c1COC(C)(C)C2
5.4	CCOC(=O)NC1Cc2ccccc2C1Sc1ccccn1 (stereo unspecified)
-9.0[25 µM]	O=C(c1ccccc1)N1CC(=O)N2[C@H](CO)[C@H](c3ccc(-c4ccccc4)cc3)[C@@H]2C1
-16.3	CC1CN(C(=O)CCC(=O)NCCc2ccccc2)c2ccccc2O1 (stereo unspecified)
4.9	CCC(=O)c1ccc(OCC(=O)N2CCN(S(=O)(=O)c3ccc(Cl)s3)CC2)cc1
-4.1	COc1ccc(F)cc1C(=O)C1CCCN(C(=O)c2ocnc2C)C1 (stereo unspecified)
8.2	O=C(O)COc1c(F)c(F)c(C(F)(F)F)c(F)c1F
13.0	O=C(c1ccccc1)c1ccc(-n2ccnc2)c([N+](=O)[O-])c1
-2.1	COc1ccc(-c2nnc(NC(=O)CS(=O)(=O)c3ccc(F)cc3)o2)cc1
-13.9	CCOC(=O)c1cc(C(C)C)sc1NC(=O)COC(=O)c1nccnc1N
0.8	COc1ccc(CSc2n[nH]c(=O)[nH]c2=O)cc1
23.6	CSc1nnc(CSCc2ccc(Cl)cc2Cl)n1-c1ccccc1
17.1	COc1ccc2[nH]cc(CCNC(=O)CCC3CCCCC3)c2c1
